Menin-MLL TR inh – qHTS Assay for Inhibitors Targeting the Menin-MLL Interaction in MLL Related Leukemias: Competition With Texas Red Labeled MLL-derived Mutant Peptide; AID 1768, 2009; O00255; Potency, µM (titrated, usually from 61.6 µM), inactives show at the top dose FP activity change, negative = inhibition, actives largely listed as inhibitors; Menin + Texas Red MLL mutant peptide, fluorescence polarization; actives 0.23% (n = 270,000); active = well fitted inhibition curve with a large enough effect in the polarisation, with a control signal flat, not every such curve was filed as active; inconclusive = small, poorly fitted or top-dose-only effect, or effect the other way, or a change in a side signal; inactive = no such curve, though single readings can be large or run the other way; the % refers to the polarisation; also: potency is read from the fitted curve at half-maximal effect; % of control where 0% means no effect; many of its hits are not listed in these tables
KCNH2 WT inh – qHTS for Inhibitors of KCHN2 3.1: Wildtype qHTS; Voltage-gated inwardly rectifying potassium channel KCNH2 (Homo sapiens), Q12809; U2OS, BacMam KCNH2, thallium flux FluxOr; active compounds read low; activity change, % at 1.84 µM; actives 0.37% (n = 340,000); AID 720551, 2013;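 active = maximum activity change below -70%; inconclusive = maximum activity change between -70% and -50%; inactive = maximum activity change above -50%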; also: % is scaled to controls: 0 for no effect and ±100 for the full control effect
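U2OS cells were transduced with wild-type KCNH2 virus (2.03 x 10^8 / mL) for 4 h at room temperature, then cultured overnight at 37 C. Thallium flux was read with FluxOr dye. Rate constants were normalized to DMSO controls.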
Chronic BCR inh – qHTS Assay to Find Inhibitors of Chronic Active B-Cell Receptor Signaling. ABC-DLBCL IkBa-CBG/CBR reporter, luminescence ratio, 4 h. Potency, µM (doses to about 46.1 µM), for the others: at the highest dose ratio change, negative = lower green/red ratio, usual class: inhibitors. actives 0.05% (n = 340,000). AID 493014, 2011; active = well fitted inhibition curve with a large enough effect in the signal ratio, with a control signal flat, not every such curve was filed as active; inconclusive = small, poorly fitted or top-dose-only effect, or effect the other way, or a change in a side signal; the % refers to the signal ratio;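 also: potency is read from the fitted curve at half-maximal effect; plate controls were basal doxycycline-induced cells for no effect and cells given 10 µM MG132 for full effect; MG132 reads +100%, hits lower the ratio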
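TMD8 human ABC-DLBCL cells with doxycycline-inducible IκBα–green luciferase fusion and unfused red luciferase, in 0.5% FBS medium; compounds up to 46 uM, 4 h at 37C. Green/red luminescence ratio, filter-overlap corrected, fitted to concentration-response curves.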
USP2a inh – qHTS Assay for Inhibitors of Ubiquitin-specific Protease USP2a Using CHOP2 as the Reporter; Ubiquitin carboxyl-terminal hydrolase 2 (Homo sapiens), O75604; USP2 core, Ub-CHOP2 coupled fluorogenic reporter, 485/531; Potency, µM (top dose mostly 38.3 µM), for the others: at the highest dose activity change, negative = inhibition, most hits filed as inhibitors; actives 0.01% (n = 330,000); AID 463254, 2010;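 also: potency is read from the fitted curve at half-maximal effect; plate controls were DMSO wells for no effect and full inhibition by NEM control for full effect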
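Cell-free coupled assay: 10nM USP2 core preincubated 30min RT with compound in Tris-HCl pH 8.0/CaCl2/CHAPS buffer, then 25nM Ub-CHOP2 and 25nM reporter substrate; fluorescence (Ex 485/Em 531) read after 60min RT, normalized to NEM inhibition, concentration-response curves fitted.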
PKM2 act – qHTS Assay for Activators of Human Muscle isoform 2 Pyruvate Kinase. Pyruvate kinase PKM (Homo sapiens), P14618. purified PKM2, Kinase-Glo ATP luminescence, activation; response scale: 0% is enzyme alone, no compound. Potency, µM (top dose mostly 57.5 µM), without a hit: at the highest dose activation, most hits filed as activators. actives 0.34% (n = 260,000). AID 1631, 2009; also: potency is read from the fitted curve at half-maximal effect; % is scaled to controls: 0 for no effect and ±100 for the full control effect; nearly all actives have a fitted effect of over 55% in size
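ATP formation by purified human PK-M2, quantified via coupled luciferase luminescence after 1 h at room temperature with 0.1 mM ADP and 0.5 mM PEP final.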
MBNL1 CUG block – qHTS Assay for Inhibitors of MBNL1-poly(CUG) RNA binding; AID 2675, 2010; actives 0.036% (n = 280,000); Muscleblind-like protein 1 (Homo sapiens), Q9NR56; TR-FRET MBNL1-His/biotin-(CUG)12 binding, 665/545 ratio; Potency, µM (top dose mostly 57.5 µM), for the others: at the top dose activity change, negative = inhibition, hits mostly inhibitors; active = well fitted inhibition curve with a large enough effect in the signal ratio, with a control signal flat, not every such curve was filed as active; inconclusive = small, poorly fitted or top-dose-only effect, or effect the other way, or a change in a side signal; inactive = no such curve, though single readings can be large or run the other way; the % refers to the signal ratio; also: potency is read from the fitted curve at half-maximal effect; % is scaled to controls: 0 for no effect and ±100 for the full control effect
Target sequence (Q9NR56 whole entry, looked up): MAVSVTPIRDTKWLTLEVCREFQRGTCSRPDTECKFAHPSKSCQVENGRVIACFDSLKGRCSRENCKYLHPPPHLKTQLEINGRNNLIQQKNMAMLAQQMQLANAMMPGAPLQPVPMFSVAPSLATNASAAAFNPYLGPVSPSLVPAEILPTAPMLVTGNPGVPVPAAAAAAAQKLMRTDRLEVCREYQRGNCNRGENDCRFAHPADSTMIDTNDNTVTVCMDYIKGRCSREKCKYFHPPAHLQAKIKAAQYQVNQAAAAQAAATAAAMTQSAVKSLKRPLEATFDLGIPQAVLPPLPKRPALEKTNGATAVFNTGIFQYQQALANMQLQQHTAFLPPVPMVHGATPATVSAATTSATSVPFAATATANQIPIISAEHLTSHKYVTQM
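TR-FRET between His-tagged MBNL1 and biotin-(CUG)12 RNA, detected with Tb anti-His antibody (0.055 ng/ul) and streptavidin-XL665 (5 nM), 60 min at room temperature. Compounds titrated 92 nM to 58 uM; 665/545 nm ratio normalized to buffer and complex controls.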
Mito fusion act – qHTS Assay for Small Molecule Inhibitors of Mitochondrial Division or Activators of Mitochondrial Fusion | S. cerevisiae fusion-defective mutant growth rescue, CellTiterGlo 48 h | Potency, µM (top dose mostly 46.1 µM), for inactives: at the highest dose growth rescue (activation), usual class: activators | actives 0.23% (n = 320,000) | AID 485298, 2010;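 also: potency is read from the fitted curve at half-maximal effect; % of control where 0% means no effect; nearly all actives have a fitted effect of over 45% in size; temperature-sensitive fusion mutants such as fzo1-1 at 37 °C on non-fermentable ethanol glycerol medium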
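Yeast fusion mutant, YPEG (non-fermentable carbon), compound, 48 h at 37C non-permissive; CellTiterGlo added, 10 min RT, luminescence read. Rescued growth = division inhibition.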
Eya2 inh – qHTS Assay for Inhibitors of the Phosphatase Activity of Eya2; Protein phosphatase EYA2 (Homo sapiens), O00167; recombinant Eya2, OMFP fluorescence dephosphorylation (OMFP is methylfluorescein phosphate); Potency, µM (doses to about 76.9 µM), for the others: top-dose activity, negative = inhibition, most hits filed as inhibitors; actives 0.006% (n = 330,000); AID 488837, 2010; also: potency is read from the fitted curve at half-maximal effect; % is scaled to controls: 0 for no effect and ±100 for the full control effect
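Eya2 (0.2 uM) preincubated 10 min at ambient with compound, then OMFP substrate added at 50 uM; 10 min reaction in 50 mM HEPES pH 7.5, 50 mM NaCl, 5 uM MgCl2, 0.05% BSA, 1 mM DTT. Fluorescence read at Ex 485/Em 525 nm.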
GALK inhibitor – qHTS Assay for Inhibitors of Human Galactokinase (GALK); P51570; Purified GALK, Kinase-Glo residual ATP luminescence; Potency, µM (titrated, usually from 57.5 µM), for the others: top-dose activity change, negative = inhibition, most hits filed as inhibitors; actives 0.007% (n = 270,000); also: potency is read from the fitted curve at half-maximal effect; % is scaled to controls: 0 for no effect and ±100 for the full control effect
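Luminescence from leftover ATP (Ultra-Glo luciferase/luciferin) served as read-out after a 1 h room-temperature reaction of 5 nM GALK with 35 uM ATP and 100 uM galactose.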
TSHR antagonist – Antagonists of the Thyroid Stimulating Hormone Receptor: HTS campaign; Thyrotropin receptor (Homo sapiens), P16473; TSHR-expressing cells, TSH-stimulated cAMP HTRF, 2 h; active compounds read low; activity change, negative = inhibition, % at 11.5 µM; actives 0.2% (n = 330,000); AID 504810, 2011;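 active = activity change below a set negative limit, meaning inhibition stronger than a set level, cut at about -70% in these data; inconclusive = activity change between two set negative limits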; also: % is scaled to controls: 0 for no effect and ±100 for the full control effect
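TSHR-expressing cells were treated with compounds, then stimulated with TSH at EC80 (4nM final) for 2 hours at 37 deg C. Cellular cAMP was measured by HTRF competition between lysate cAMP and cAMP-d2 for a cryptate-labelled anti-cAMP antibody.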
S-ASM inh – Inhibitors of Secretory Acid Sphingomyelinase (S-ASM): qHTS | Sphingomyelin phosphodiesterase (Homo sapiens), P17405 | placental ASM, HMU-PC fluorogenic substrate, 60 min | Potency, µM (series often up to 57.5 µM), for inactives: top-dose activity change, negative = inhibition, usual class: inhibitors | actives 0.006% (n = 340,000) | AID 504937, 2011; also: potency is read from the fitted curve at half-maximal effect
Target sequence (P17405 47-631 limits assumed): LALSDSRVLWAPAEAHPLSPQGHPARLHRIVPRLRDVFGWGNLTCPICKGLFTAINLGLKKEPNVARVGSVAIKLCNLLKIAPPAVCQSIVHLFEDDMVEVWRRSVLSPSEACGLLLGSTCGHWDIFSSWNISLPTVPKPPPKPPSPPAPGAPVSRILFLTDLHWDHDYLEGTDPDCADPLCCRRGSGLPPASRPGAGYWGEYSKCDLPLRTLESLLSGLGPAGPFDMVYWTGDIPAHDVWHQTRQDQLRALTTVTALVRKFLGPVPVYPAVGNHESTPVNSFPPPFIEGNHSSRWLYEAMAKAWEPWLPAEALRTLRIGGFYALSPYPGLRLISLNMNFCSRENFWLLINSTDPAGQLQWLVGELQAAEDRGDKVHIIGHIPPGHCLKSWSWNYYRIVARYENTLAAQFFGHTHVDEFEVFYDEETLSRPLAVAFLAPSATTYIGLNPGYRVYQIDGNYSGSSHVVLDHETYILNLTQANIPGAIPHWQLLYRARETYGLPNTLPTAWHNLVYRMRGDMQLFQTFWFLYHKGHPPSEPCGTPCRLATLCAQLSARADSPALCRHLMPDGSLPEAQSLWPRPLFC
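qHTS format. ASM enzyme prepared from human placenta hydrolyses the fluorogenic substrate HMU-PC0 (9 uM final) over 60 min at 37 °C after a 10 min compound preincubation.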
The depositor's hits bear a star; ? = inconclusive; . = no result given; & = joins results of further samples; [ ] = another dose, or the depositor's remark. Unless noted, calls follow the shape of the dose curve; as a rule, active = well fitted curve in the direction sought with a large enough effect; inconclusive = small, poorly fitted or top-dose-only effect, or another doubt; inactive = no such curve, though single readings can be large; an effect the other way counts as inactive or inconclusive. The list is partial (hit frequency here may not be typical).

#	mol	Menin-MLL TR inh	KCNH2 WT inh	Chronic BCR inh	USP2a inh	PKM2 act	MBNL1 CUG block	Mito fusion act	Eya2 inh	GALK inhibitor	TSHR antagonist	S-ASM inh
1	CC(Oc1ccc(Cl)cc1Cl)C(=O)Nc1ccc(S(=O)(=O)Nc2cnc3ccccc3n2)cc1 (centres undefined)	?	0	-13%	-12%	2%	-7%	25%	-5%	-3%	10	43%
2	CCOC(=O)CNC(=O)CSP(=S)(OCC)OCC	2%	5	4%	4%	1%	-14%	4%	32%	0%	2	1%
3	CCCCc1ccc2[nH]cc(CCN)c2c1	12%	27	-15%	-1%	9%	-8%	-4%	14%	0%	-9	-4%
4	Cc1ccc(-c2cc(-c3ccc(C)cc3)[n+](-c3ccc(C(=O)[O-])cc3)c(-c3ccc(C)cc3)c2)cc1	.	6	-4%	?	.	.	-2%	2%	.	0	-2%
5	Oc1csc(Cc2nc(-c3ccc4ccccc4c3)cs2)n1	?	-4	?	1%	-6%	18%	-6%	-6%	-2%	9	-8%
6	C[N+]12CCC(CC1)C(C#N)(N1CCOCC1)C2 (centres undefined)	-2%	0	0%	0%	4%	-9%	-1%	11%	3%	14	2%
7	CCCCCCC(C)(C)c1ccc([C@@H]2C[C@H](O)CC[C@H]2CCCO)c(O)c1	?	-6	?	-18%	.	.	-88%&-17%[inhibitor]	-19%&-31%	.	-14&-9	-29%
8	Cn1c(O)c(/C=N/N2CCOCC2)c(=O)n(C)c1=S	.	-9	?	0%	-7%	-5%	2%	9%	-2%	3	3%
9	COc1ccc(C(=O)N2C[C@H]3C[C@@H](C2)c2cccc(=O)n2C3)cc1OC	-5%	3	2%	2%	1%	-3%	-2%	-18%	.	-8	-2%
10	Cc1ccc2c(c1)=C/C(=C\c1c(O)[nH]c(=O)[nH]c1=O)C(=O)N=2	5%	-3	?	2%	0%	?	-3%	14%	2%	12	33%[activator]
11	O=[N+]([O-])c1ccc(Sc2nc3ccccc3o2)c([N+](=O)[O-])c1	?	3	?	0%	0%	?	-4%	-7%	-2%	-71*	0%
12	COC(=O)C1=C(c2ccc(Cl)c(C(F)(F)F)c2)C[C@@H]2CC[C@H]1N2C(=O)NC1CC1	.	5	0%	3%	.	.	-9%	-10%	.	-9	-2%
13	Cc1ccc(-n2c(O)c(C=Nc3ccc(Br)cn3)c(=O)[nH]c2=O)cc1	1%	-3	10%	0%	-3%	-4%	3%	8%	7%	-8	7%
14	COc1cccc(C2(O)CCN(Cc3ccncc3)CC2)c1	-12%	0	-1%	-1%	15%	-12%	21%	-1%	0%	-29	5%
15	COC(=O)c1ccccc1NC(=O)N1C[C@@H]2C[C@@H](C1)c1cccc(=O)n1C2	-13%	-4	-17%	-5%	1%	4%	-3%	-1%	.	11	2%
16	O=C(Cn1cc(C(=O)c2ccccc2F)c2ccccc21)NC1CC1	0%	0	?	-1%	-1%	4%	-1%	-2%	-2%	-16	-1%
17	COc1ccc(N2C(=O)NC(=O)/C(=C/c3ccc4c(c3)Cc3ccccc3-4)C2=O)cc1	?	.	?	-1%	0%	24%	-4%	-5%	-2%	11	.
18	O=C(C1CCN(S(=O)(=O)c2ccccc2)CC1)N1CCC2(CC1)OCCO2	1%	0	6%	2%	-1%	-1%	-1%	-30%	0%	0	4%
19	COc1ccc(CN2C(=O)NC(=O)/C(=C\c3ccco3)C2=O)cc1	25%	?	3%	3%	?	5%	-5%	0%	4%	-4	-9%
20	COC(=O)C1=C(c2ccc(OC)c(OC)c2)C[C@@H]2CC[C@H]1N2C(=O)NCc1ccco1	.	.	4%	1%	.	.	-15%	8%	.	2	3%
21	CSCc1nnc2n1-c1ccc(Cl)cc1C(c1ccccc1)=NC2	-9%	8	0%	-2%	3%	4%	2%	-1%	0%	-11	-4%
22	CCCCC(=O)N/N=C/c1c(O)n(CCc2ccccc2)c(=O)[nH]c1=O	.	-1	-2%	2%	-3%	7%	-2%	0%	4%	1	-2%
23	COc1ccccc1N1CCN(Cc2ccc(SC)cc2)CC1	-8%	23	0%	2%	-2%	?	1%	-4%	0%	3	1%
24	CCN(CC)C(=O)c1ccc2c(c1)C1C(Cl)C(Sc3ccccc3[N+](=O)[O-])CC1C(C(=O)O)N2 (centres undefined)	.	0	-1%	5%	-15%	.	2%	9%	8%	-9	2%
25	COc1ccc(-c2nc(CS(=O)CC(=O)N3CCC4(CC3)OCCO4)c(C)o2)cc1 (centres undefined)	-20%	-2	4%	-1%	-1%	-2%	-4%	-5%	0%	1	-1%
26	Cc1nn(Cc2c(Cl)cccc2Cl)c(Cl)c1C(=O)O	0%	-11	0%	2%	-10%	-1%	3%	7%	-1%	-6	4%
27	CN1c2ccc([N+](=O)[O-])cc2CC2(C(=O)NC(=O)NC2=O)C1c1ccccc1 (centres undefined)	1%	-4	3%	2%	-7%	?	-10%	-4%	0%	3	-1%
28	Cc1nn(Cc2ccccc2)c(C)c1C(=O)OCC(=O)Nc1cc(S(C)(=O)=O)ccc1Cl	11%	-6	-5%	0%	25%	17%	9%	-9%	4%	-2	8%
29	O=C(c1ccccc1F)c1cn(CC(=O)N2CCCC2)c2ccccc12	-14%	9	7%	0%	-15%	-1%	-1%	1%	-1%	7	-2%
30	O=c1[nH]c(O)c(C=Nc2cc(F)cc(F)c2)c(=O)[nH]1	-15%	-8	1%	0%	7%[11.5 µM]	0%	0%	-25%	-2%	16	-2%
31	Cc1ccc(S(=O)(=O)N2CCC(=O)N(CCOC(=O)Nc3cccc(Cl)c3)CC2)cc1	12%	22	-7%	0%	2%	42%[activator]	-1%	1%	.	-6	-9%

Copied from above, compounds 30–31
#	mol	Menin-MLL TR inh	KCNH2 WT inh	Chronic BCR inh	USP2a inh	PKM2 act	MBNL1 CUG block	Mito fusion act	Eya2 inh	GALK inhibitor	TSHR antagonist	S-ASM inh
30	O=c1[nH]c(O)c(C=Nc2cc(F)cc(F)c2)c(=O)[nH]1	-15%	-8	1%	0%	7%[11.5 µM]	0%	0%	-25%	-2%	16	-2%
31	Cc1ccc(S(=O)(=O)N2CCC(=O)N(CCOC(=O)Nc3cccc(Cl)c3)CC2)cc1	12%	22	-7%	0%	2%	42%[activator]	-1%	1%	.	-6	-9%

Screens: PubChem, National Center for Advancing Translational Sciences (NCATS)
